NCI-60 one-dose screen, 48 h, at 10 µM unless noted. Numbers give growth in % (100 = growth as untreated, 0 = no growth, -100 = all killed).
SW-620: SW-620 colon cancer. actives 5.2% (n = 82,000). AID 1794795
OVCAR-4: OVCAR-4 ovarian cancer cells | actives 3.7% (n = 80,000)
OVCAR-5: OVCAR-5 ovarian cancer; actives 2.9% (n = 82,000); AID 1794783
KM12: KM12 colon cancer cells | actives 5% (n = 82,000) | AID 1794800
DU-145: DU-145 prostate cancer | actives 4.2% (n = 81,000)
HCC-2998: HCC-2998 colon cancer. actives 4.7% (n = 79,000)
PC-3: PC-3 prostate cancer cells; actives 3.9% (n = 80,000)
OVCAR-3: OVCAR-3 ovarian cancer. actives 7% (n = 79,000)
OVCAR-8: OVCAR-8 ovarian cancer. AID 1794782. actives 4.4% (n = 81,000)
* = called active by the depositor; x = not tested or not shown; & = joins results of further samples; ! = not active in a repeat. The calls were made as follows: active = growth percent below 10; inactive = the rest.

SMILES | SW-620 | OVCAR-4 | OVCAR-5 | KM12 | DU-145 | HCC-2998 | PC-3 | OVCAR-3 | OVCAR-8
CC[C@@]1(O)C(=O)OCc2c1cc1n(c2=O)Cc2cc3ccccc3nc2-1 | -1.7* | -36* | -1.1* | -42* | -32* | -74* | -22* | -34* | x
Nc1c(Br)cc2c3c(cccc13)-c1ccccc1-2 | 90 | 62 | 77 | 57 | 70 | 81 | 47 | 64 | 71
CC[C@H](C)[C@H](NC(=O)[C@H]1CCCCN1C)C(=O)N(C)[C@H](C[C@@H](OC(C)=O)c1cccc(C(=O)N[C@@H](Cc2ccccc2)C[C@H](C)C(=O)OC)n1)C(C)C | 25 | 49 | 39 | 4.3* | 2.8* | 15 | 19 | -18* | 12
CCCCNC(C)Cc1ccc(O)c(O)c1 (stereo not given) | 104 | 96 | 109 | 103 | 106 | 105 | 90 | 109 | 85
CC1([N+](=O)[O-])COP(=O)(Nc2ccc(F)cc2)OC1 (stereo not given) | 102 | 113 | 106 | 96 | 106 | 100 | 96 | 104 | 101
CCC(CO)NC1CCCC1 (stereo not given) | 109 | 107 | 132 | 102 | 105 | 113 | 97 | 112 | 100
N#[N+]c1cnc([O-])[nH]c1=O | 89 | 100 | 84 | 100 | 100 | x | 93 | x | 89
CCC(=O)OC1(c2ccccc2)CCN(C)C1C (stereo not given) | 115 | 101 | 70 | 107 | 103 | 129 | 93 | 123 | 106
Clc1ccc([Se][Se]c2ccc(Cl)cc2)cc1 | 62 | 80 | 83 | 93 | 75 | 113 | 65 | 73 | 89
COC(=O)CCn1c(-c2ccc(-n3cc(-c4ccc(O[C@H]5O[C@@H]6OC7(C)CC[C@H]8[C@H](C)CC[C@@H]([C@H]5C)[C@@]68OO7)cc4)nn3)cc2)nc2ccccc21 | 24 | 34 | 37 | 18 | 34 | 39 | 26 | 20 | 9.6*
CC(C)COP(=O)(OCC(C)C)OCC(C)C | 103 | 104 | 106 | 111 | 108 | 107 | x | 112 | 105
CC1C(=O)OC2CCN3CC4OC4(COC(=O)C(C)(O)C1(C)O)C23 (stereo not given) | 100 | 100 | 109 | 106 | 110 | 99 | 100 | x | 100
OCCN(CCO)C(Cc1ccccc1)c1ccccc1 (stereo not given) | 99 | 91 | 93 | 104 | 105 | 117 | 77 | 105 | 105
CCCCCCCCCCCCOc1ccc(C(=O)Oc2ccc(CSP3(=O)OCC4OC(n5cnc6c(N)ncnc65)C(F)C4OP(=O)(O)OCC4OC(n5ccc(=O)[nH]c5=O)C(F)C4O3)cc2)cc1 (stereo not given) | 118 | 54 | 115 | 106 | 103 | 105 | 100 | 98 | 109
Cc1c2cccc(F)c2c[n+]2ccccc12 | 92 | 110 | 104 | 66 | 107 | 103 | 93 | 99 | 87
Cc1nc(CCN2CCCCC2)cs1 | 100 | 107 | 103 | 105 | 104 | 104 | 81 | 113 | 98
CC(C)C(O)(C(=O)OCC1=CCN2CCC(O)C12)C(C)O (stereo not given) | 110 | 104 | 98 | 104 | 107 | 100 | 100 | 109 | 104
C[Se]/C=C1/C(=O)N(c2c(Cl)cccc2Cl)c2ccccc21 | 19 | 34 | 29 | 72 | 44 | 77 | 31 | 20 | -15*
COc1ccc(C(=O)/C=C/c2sc(N(CCCl)CCCl)nc2Cl)cc1 | 100 | 101 | 105 | 100 | 110 | 102 | 92 | 105 | 98
C=CCNC(=O)C(Br)C(C)C (stereo not given) | 102 | 99 | 101 | 103 | 99 | 105 | 84 | 110 | 100

A run of entries from the list above, for reference:
SMILES | SW-620 | OVCAR-4 | OVCAR-5 | KM12 | DU-145 | HCC-2998 | PC-3 | OVCAR-3 | OVCAR-8
CC(C)C(O)(C(=O)OCC1=CCN2CCC(O)C12)C(C)O (stereo not given) | 110 | 104 | 98 | 104 | 107 | 100 | 100 | 109 | 104
C[Se]/C=C1/C(=O)N(c2c(Cl)cccc2Cl)c2ccccc21 | 19 | 34 | 29 | 72 | 44 | 77 | 31 | 20 | -15*

Later entries:
SMILES | SW-620 | OVCAR-4 | OVCAR-5 | KM12 | DU-145 | HCC-2998 | PC-3 | OVCAR-3 | OVCAR-8
C=CC[PH+](c1ccccc1)c1ccccc1.C=CC[PH+](c1ccccc1)c1ccccc1.[Pt+2].[S-]c1nc2ccccc2[nH]1.[S-]c1nc2ccccc2[nH]1 | 3.8* | 4.9* | -4.0* | -63* | 15 | -33* | 9.5* | -23* | 2.6*
C=CCC1(C(C)CCC)C(=O)NC(=S)N(C)C1=O (stereo not given) | 100 | 106 | 92 | 101 | 109 | 97 | 74 | 100 | 101
CCOc1ccc2c(c1)CCNC2C (stereo not given) | 109 | 125 | 98 | 102 | 115 | 108 | 102 | 104 | x
C=CCc1ccc2c(c1)OCO2 | 118 | 104 | 95 | 140 | 136 | 118 | 76 | 123 | 104
C#C[C@](C)(O)CC | 112 | 111 | 100 | 109 | 105 | 108 | 103 | 111 | 104
CCCOC(=O)CCl | 96 | 99 | 99 | 102 | 106 | 116 | 91 | 102 | 100
CC1([N+](=O)[O-])COP(=O)(Nc2ccc(Cl)cc2)OC1 (stereo not given) | 82 | 105 | 88 | 80 | 87 | 92 | 82 | 99 | 108
CC(=O)Cc1ccc(Cl)cc1 | 106 | 98 | 88 | 97 | 99 | 90 | 81 | 97 | 100
CCOP(=O)(Nc1ccc(F)cc1)OCC | 96 | 93 | 114 | 104 | 116 | 107 | 81 | 107 | 106
CCOP(=O)(Cc1ccc(C#N)cc1)OCC | 100 | 104 | 106 | 107 | 116 | 110 | 85 | 110 | 94
CCC(O)C(CCN(C)C)(c1ccccc1)c1ccccn1 (stereo not given) | 98 | 110 | 110 | 104 | 113 | 103 | 82 | 111 | 107
Cc1cc(OCCN2CC2)c2ccccc2n1 | 91 | 97 | 106 | 104 | 123 | 165 | 96 | 97 | 81
Cc1ccc(NC(=O)NCCCOc2ccc(N3C(N)=NC(N)=NC3(C)C)cc2Cl)cc1S(=O)(=O)F | 33 | 94 | 64 | 63 | 65 | 55 | 29 | 80 | 49
[N-]=[N+]=NC1=NS(=O)(=O)c2ccccc21 | 105 | 107 | 96 | 105 | 113 | 104 | 102 | x | 101
CC/C(=C(\c1ccc(OCCN2CCOCC2)cc1)c1ccc(OC(=O)Cc2ccccc2)cc1)c1ccc(Cl)cc1 | 100 | 120 | 104 | 101 | 101 | 106 | 95 | 102 | 107
C[C@]12CC[C@H]3[C@@H](C[C@@H]4SC(N)=N[C@@]45C/C(=N/O)CC[C@]35C)[C@@H]1CCC2=O | 88 | 92 | 101 | 69 | 99 | 97 | 93 | 85 | 109
COc1ccc(-c2c[se]c(Nc3ccccc3)n2)cc1 | 95 | 70 | 95 | 76 | 93 | 102 | 75 | 97 | 101
NC(=O)NC(=O)CI | 28 | 94 | 114 | 107 | 101 | 113 | 99 | 102 | 101
C/C=C/CC(C)C(O)[C@H](NC(=O)[C@@H]1CCCN1C(=O)C(C)(C)NC(=O)CCCCCCCCC)C(=O)N[C@@](C)(CC)C(=O)N[C@@H](CCC(N)=O)C(=O)N[C@H](CCC(N)=O)C(=O)NC(C)(C)C(=O)N[C@@](C)(CC)C(=O)N[C@@H](CCC(N)=O)C(=O)N[C@H](CC(C)C)C(=O)N[C@H](CO)CC(C)C (stereo not given in full) | 3.5*! | 19&106 | -64*! | -61*! | -72*! | -20*! | -49*! | 8.3* | -49*!
COc1cc(C#N)cc2nc(C)oc12 | 107 | 97 | 104 | 104 | 103 | 104 | 104 | 107 | 108

Given with each value named: part of the list above.
C=CCC1(C(C)CCC)C(=O)NC(=S)N(C)C1=O (stereo not given)
- SW-620: 100
- OVCAR-4: 106
- OVCAR-5: 92
- KM12: 101
- DU-145: 109
- HCC-2998: 97
- PC-3: 74
- OVCAR-3: 100
- OVCAR-8: 101

CCOc1ccc2c(c1)CCNC2C (stereo not given)
- SW-620: 109
- OVCAR-4: 125
- OVCAR-5: 98
- KM12: 102
- DU-145: 115
- HCC-2998: 108
- PC-3: 102
- OVCAR-3: 104
- OVCAR-8: x

(next part)
SMILES | SW-620 | OVCAR-4 | OVCAR-5 | KM12 | DU-145 | HCC-2998 | PC-3 | OVCAR-3 | OVCAR-8
COc1ccc(C2SCC(=O)Nc3c2c(C)nn3-c2nc3ccc(C)cc3s2)cc1O (stereo not given) | 28 | 73 | 67 | 16 | 73 | 54 | 20 | 5.7* | 51
CC/C(=C/c1ccc(OC)cc1)[N+](=O)[O-] | -77* | 62 | 11 | 34 | 32 | 85 | 59 | -55* | 1.8*
CC(=O)O[C@@H]1CC[C@]2(C)[C@H]3CC[C@]4(C)C(=O)CC[C@H]4[C@@H]3C[C@@H]3SC(N)=N[C@@]32C1 | 44 | 84 | 99 | 33 | 79 | 82 | 71 | 36 | 77
CC(=O)C1CC2c3ccccc3C1c1ccccc12 (stereo not given) | 98 | 98 | 103 | 99 | 102 | 107 | 96 | 109 | 95
Cc1cc([Se][Se]c2cc(C)c(C)cc2[N+](=O)[O-])c([N+](=O)[O-])cc1C | 99 | 114 | 110 | 102 | 104 | 104 | 102 | 106 | 100
CC(CC(C(N)=O)(c1ccccc1)c1ccccc1)N(C)C (stereo not given) | 98 | 111 | 102 | 99 | 110 | 113 | 89 | 107 | 111
COc1ccc(C(=O)c2sc3nc4c(cc3c2N)N2CCC4CC2)cc1OC | 126 | 86 | 107 | 98 | 103 | 109 | x | 100 | 86
Cc1cc([N+](=O)[O-])cc([N+](=O)[O-])c1OC(=O)N(C)C | 104 | 111 | 111 | 104 | 103 | 113 | 89 | 102 | 104
CCC1(CCO)C(=O)NC(=O)NC1=O | 105 | 106 | 105 | 111 | 116 | 117 | 100 | 125 | 118
Nc1ccccc1-c1ccccc1 | 99 | 108 | 104 | 152 | 112 | 96 | 102 | 124 | 104
C=CCCC1(C2=CCCCC2)C(=O)NC(=O)NC1=O | 101 | 104 | 109 | 102 | 111 | 101 | 95 | 110 | 105
O=C(/C=C/c1sc(N(CCCl)CCCl)nc1Cl)c1ccc(F)cc1 | 95 | 110 | 99 | 97 | 113 | 111 | 87 | 98 | 91
CCCC[C@H](NC(=O)[C@H]1CCCN1C)C(=O)N(C)[C@H](C[C@@H](OC(C)=O)c1nc(C(=O)N[C@@H](Cc2ccccc2)C[C@H](C)C(=O)OCC)cs1)C(C)C | 22 | 66 | 33 | 14 | 13 | 14 | 13 | 8.3* | 20
CC1C=CCCC12C(=O)NC(=O)NC2=O (stereo not given) | 99 | 108 | 131 | 102 | 111 | x | 103 | 108 | 101
C/C(=C\C(=O)O[C@H]1[C@@H]2[C@H](C)CC[C@H]2[C@]2(C)O[C@@]1(C1CCCCC1)C[C@H]2OC(=O)CO)c1ccccc1 | 43 | 39 | 83 | 38 | 66 | 26 | 18 | 44 | 19
O=C(Nc1cccc(C(F)(F)F)c1)c1cc(Cl)ccc1O | 77 | x | 97 | 81 | 95 | 92 | 66 | 80 | 93
CCOC1=CC(=O)O[C@]2(CC[C@@]3(C)[C@@H](CC[C@@H]4[C@@H]3CC[C@]3(C)[C@@H](OC(C)=O)CC[C@@H]43)C2)C1 | 87 | 69 | 88 | 87 | 88 | 83 | 74 | 76 | 83
Cc1cccc(-c2nc3c(s2)CC[C@@]2(C)C3=CC[C@@H]3[C@@H]2CC[C@]2(C)C(=O)CC[C@@H]32)c1 | 102 | 102 | 103 | 107 | 109 | 118 | 95 | 106 | 103
CCOC(=O)CC(NCCN1CC1)C(=O)OCC (stereo not given) | 119 | 118 | 106 | 104 | 113 | 106 | 99 | 122 | 99
O=C1NC(=O)C(Br)(Br)C(=O)N1 | 112 | 109 | 102 | 103 | 112 | 112 | 103 | 100 | 106
O=c1cc2n(-c3ccccc3)nc(-c3ccccc3)nc-2cc1N1CC1 | 96 | 95 | 105 | 97 | 102 | 99 | 76 | 87 | 96
Cc1cc(NC(=O)CCc2ccc(N3C(N)=NC(N)=NC3(C)C)cc2)ccc1S(=O)(=O)F | 23 | 62 | 18 | 19 | 46 | x | -23* | 71 | 41
CC[C@@H]1[C@@H](C)O[C@@](O)([C@@H](C)[C@H](O)[C@H](C)[C@H]2OC(=O)/C=C/C=C/[C@H](C)[C@@H]([C@@H](C)[C@@H](O)[C@H](C)[C@@]3(O)C[C@@H](O[C@H]4C[C@@H](O)[C@H](O)C(C)O4)[C@H](CC)[C@@H](C)O3)OC(=O)/C=C/C=C/[C@@H]2C)C[C@H]1O[C@@H]1C[C@@H](O)[C@H](O)C(C)O1 (stereo not given in full) | -85* | -96* | -89* | -95* | -98* | -75* | -88* | -98* | -76*
NC(=O)C(CCl)NCc1ccccc1 (stereo not given) | 107 | 97 | 93 | 107 | 103 | 101 | 80 | 113 | 98
Cc1cc(OC(=O)N(C)C)n(-c2ccccc2)n1 | 103 | 98 | 100 | 111 | 117 | 92 | 90 | 116 | 105
CCCCCSC1C2C(=O)C(Br)=CC13CCNc1c(O)c4c5c(c13)=[N+]2CCC=5C=N4 (stereo not given) | -55* | -89* | -55* | 2.3* | -100* | -68* | -0.9* | -79* | -30*
CCOC(=O)CC(C(=O)OCC)P(=O)(OCC)OCC (stereo not given) | 111 | 101 | 92 | 100 | 114 | 109 | 102 | 109 | 104
CC(Br)C(=O)c1ccccc1 (stereo not given) | 89 | 100 | 145 | 95 | 100 | 226 | 96 | 100 | 94
CCC1(CC(C)C)C(=O)NC(=S)NC1=O | 100&99 | 105&114 | 98&103 | 116&99 | 123&107 | 108&112 | 100&91 | 144&102 | 107&109

Compounds listed so far with a cyano group (two):
SMILES | SW-620 | OVCAR-4 | OVCAR-5 | KM12 | DU-145 | HCC-2998 | PC-3 | OVCAR-3 | OVCAR-8
CCOP(=O)(Cc1ccc(C#N)cc1)OCC | 100 | 104 | 106 | 107 | 116 | 110 | 85 | 110 | 94
COc1cc(C#N)cc2nc(C)oc12 | 107 | 97 | 104 | 104 | 103 | 104 | 104 | 107 | 108

Source: PubChem (NCI)

These rows are one share of the data; rates above refer to the full screens.
